# PPC-1+TRAIL kill = compounds killing PPC-1 cancer cells with TRAIL present, primary screen, TRAIL potentiator project, ATPLite luminescence, uHTS; cell killing (% activity), % at 4 µM; PPC-1 cells + TRAIL, ATPLite viability luminescence; AID 1443, 2008; 0.41% of 220,000 active;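 active = cell killing above 50% in the first pass at 4 µM, then a duplicate retest at 5 µM averaging 50% or more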;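 also: plate controls were cells with TRAIL plus DMSO for no effect and medium-only wells lacking cells for full effect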
# EBV gp42 inh = Epstein-Barr virus gp42 inhibitors, primary screen, biochemical, uHTS, fluorescence polarization; Fluorescence polarization binding assay, mP read-out; inhibition, % (tested at 21.74 µM); 0.42% of 220,000 active; AID 1085, 2008; in the data active = inhibition above about 50%
# Target sequence (Q1HVG2 whole entry, looked up): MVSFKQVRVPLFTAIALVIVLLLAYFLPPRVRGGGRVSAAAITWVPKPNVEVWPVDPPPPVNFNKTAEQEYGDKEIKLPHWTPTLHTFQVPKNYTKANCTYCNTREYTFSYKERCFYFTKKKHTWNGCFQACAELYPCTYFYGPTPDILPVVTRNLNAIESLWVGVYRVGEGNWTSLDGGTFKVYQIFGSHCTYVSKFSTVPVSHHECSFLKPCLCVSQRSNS
# Thrombin inh = human alpha-thrombin inhibitors, primary screen, counter-screen for coagulation protease inhibitor project, biochemical, 1536-well, fluorogenic AMC substrate | inhibition, % at 5 µM | 0.26% of 220,000 active | Prothrombin (Homo sapiens), P00734 | Boc-VPR-AMC fluorogenic substrate cleavage;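 active = inhibition at or above 40%; inactive = inhibition below 40%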;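 also: 0% = enzyme with no compound and 100% = wells without enzyme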
#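 Test system: human alpha-thrombin protein / Dosing: one concentration per compound, 5 µM, with 0.2% DMSO / Medium: pH 7.5 Tris-saline with Tween 20 / Benchmarks: no-compound enzyme wells and no-enzyme blanks / Read-out basis: percent inhibition of thrombin substrate cleavage / Timing: reaction at room temperature / Measured by: fluorescence, ex 355 nm, em 460 nm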
# Tb hexokinase = Trypanosoma brucei hexokinase 1 inhibitors, primary screen, biochemical, G6PDH-coupled NADH absorbance, MLSCN library; hexokinase 1 [Trypanosoma brucei]; recombinant TbHK1, G6PDH-coupled NADH A340; inhibition, % at 10 µM; 0.11% of 220,000 active; AID 1430, 2008;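 active = inhibition of 50% or more in the single-dose primary screen; inactive = inhibition below 50%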
# TRPML3 agonist = human TRPML3 channel agonists, primary screen, cell-based, HEK293 TRPML3-YFP, Fluo-8 calcium fluorescence, 3 µM | 0.29% of 220,000 active | AID 1448, 2008 | 100% = the carbachol control signal | activation, % at 3 µM;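 active = activation above its plate's cutoff, the mean activation of the plate's test wells plus 3 SD, cut at about 12% in these data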;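 also: 0% = DMSO only wells and 100% = carbachol wells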
# Target sequence (Q8TDD5 whole entry, looked up): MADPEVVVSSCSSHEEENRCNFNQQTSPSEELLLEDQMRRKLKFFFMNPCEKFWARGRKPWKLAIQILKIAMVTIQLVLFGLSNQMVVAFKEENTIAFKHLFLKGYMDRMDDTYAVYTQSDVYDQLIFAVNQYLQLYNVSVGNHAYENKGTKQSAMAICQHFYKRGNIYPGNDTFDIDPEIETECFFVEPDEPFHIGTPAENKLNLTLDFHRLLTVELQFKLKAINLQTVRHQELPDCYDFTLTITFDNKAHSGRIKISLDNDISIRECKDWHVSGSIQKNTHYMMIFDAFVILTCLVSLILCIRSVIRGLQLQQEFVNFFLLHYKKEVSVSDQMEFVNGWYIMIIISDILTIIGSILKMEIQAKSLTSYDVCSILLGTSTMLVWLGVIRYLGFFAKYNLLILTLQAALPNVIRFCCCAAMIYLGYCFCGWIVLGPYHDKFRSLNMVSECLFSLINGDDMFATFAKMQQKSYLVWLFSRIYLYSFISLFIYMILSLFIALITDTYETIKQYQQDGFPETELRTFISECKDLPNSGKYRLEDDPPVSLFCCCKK
#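 Test system: HEK293 cells stably carrying human TRPML3-YFP; Doses: single dose, 3 µM final nominal compound, 0.3% DMSO final; Schedule: dye loading 1 h 37 °C then 30 min ambient, 125 s read; Technique: Fluo-8 calcium fluorescence; Benchmarks: high control carbachol 87 µM, low control DMSO.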
# Furin inh = human furin inhibitors, primary screen, biochemical, fluorescence intensity. purified furin, fluorogenic substrate cleavage. P09958. inhibition, % at 30 µM. AID 463115, 2010. 0.061% of 220,000 active; in the data active = inhibition above about 25%; also: inactives centre near -15
# KCC2 mod = KCC2 cotransporter modulators, thallium flux, primary screen, cell-based, HEK293 KCC2, FluoZin-2 fluorescence, MLSMR; B-score of Tl+ flux slope (higher = more flux/activation; lower = inhibition) at 10 µM; Solute carrier family 12 member 5 (Homo sapiens), Q9H2X9; KCC2 cells, thallium flux FluoZin-2 fluorescence; 2.2% of 190,000 active;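 active = thallium flux slope and its plate-corrected score both differing from the plate sample mean at a set confidence after two filtering rounds, in either direction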;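 also: slope of fluorescence scaled to starting intensity during 10 to 20 s after thallium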
# zfTRPN1 agonist = zebrafish TRPN1 channel agonists, primary screen, cell-based, HEK293, calcium fluorescence; HEK293 zebrafish TRPN1-YFP, Fluo-8 calcium fluorescence; 100% = response to 87 µM carbachol; activation, % at 3 µM; 0.18% of 220,000 active; AID 1424, 2008;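 active = activation above its plate's cutoff, the mean activation of test wells on that plate plus 3 SD, cut at about 19% in these data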;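 also: 0% = DMSO alone and 100% = 87 µM carbachol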
#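 Material: zebrafish TRPN1-YFP in HEK293 cells; Doses: single test compound dose, 3 µM nominal, 0.3% DMSO; Timing: dye loading 1 h at 37 °C, then 30 min room temperature; Technique: intracellular calcium fluorescence with Fluo-8; Benchmarks: high carbachol 87 µM, low DMSO alone.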
# m-calpain inh = inhibitors of pig calpain II, primary screen, biochemical, fluorogenic peptide substrate, 1536-well. inhibition, % at 16 µM. 0.37% of 220,000 active. purified calpain II, 30 min. AID 1236, 2008;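 active = inhibition above about 50%, limit read from the data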
# Numbers without * were called inactive; · = no result given; [ ] = dose if it differs, or a comment.
SMILES,PPC-1+TRAIL kill,EBV gp42 inh,Thrombin inh,Tb hexokinase,TRPML3 agonist,Furin inh,KCC2 mod,zfTRPN1 agonist,m-calpain inh
O=C(C1CCCO1)N1CCN(c2ncccn2)CC1 (stereo not drawn),9,2,-2,56*,0.2,-1[20 µM],-0.68,0.5,0
O=c1[nH]c(-c2ccccn2)nc2ccccc12,12,-2,-12,1,0.0,-33,1,1.5,-48
CCN(CC)C(=O)C1CCCc2c1[nH]c1ccc(Cl)cc21 (stereo not drawn),-2,·,·,0,0.4,-18,-0.86,2.3,·
S=c1[nH]nc(-c2ccc3c(c2)OCO3)n1-c1ccccc1,30,1,-10,-12,0.2,-16,1.3,0.1,-31
CCOC(=O)N1CCC(NC(=O)c2csc3c2CCCC3)CC1,-2,4,-14,1,0.1,-31,0.73,1.2,-11
COC(=O)c1cc(OC)c(OC)cc1NC(=O)CCC1CCCC1,11,-14,1,-7,-0.6,-15[20 µM],·,-1.1,7
O=[N+]([O-])c1cccc(NC(=S)NCCc2ccccc2)c1,24,18,-17,5,5.0,-15,-0.55,12,7
CCC1C(O)=C(c2ccccn2)C(=N)N1c1ccccc1 (stereo not drawn),-2,-15,3,-11,0.0,-9,1.5,0.5,-29
Cc1ccc(-c2csc(N3CCC(C(N)=O)(N4CCCCC4)CC3)n2)cc1,0,1,-4,1,1.2,-20,·,0.9,21
Cc1ccc(Oc2ncccc2NC(=O)CCCC(=O)O)c2c1CCC2,26,-23,1,-9,0.5,-5,-0.28,1.4,-5
CC1CCCCC1NC(=O)c1cc2c(s1)CS(=O)(=O)C2 (stereo not drawn),18,-10,-3,2,0.3,-21,0.89,1.1,3
Cc1ccc(C)c(N(CC(=O)N/N=C/c2ccc(-c3ccc([N+](=O)[O-])cc3)o2)S(=O)(=O)c2ccccc2)c1,14,-67,-1,-11,0.6,-11,·,0.2,-111
CNC(=O)c1ccsc1NC(=O)c1coc2ccccc2c1=O,14,-10,1,-10,0.3,-31,0.16,-0.9,5
S=C(Nc1ccc2nccnc2c1)N1CCCC1,4,11,-11,-10,-0.7,-15,0.61,0.9,-2
CCN1CCN(C(=O)C(NS(=O)(=O)c2ccc3nc(C)sc3c2)C(C)C)CC1 (stereo not drawn),12,-12,-2,1,0.2,-7,·,-0.2,-21
COCCNC(=O)CN(C(=O)CCC(=O)Nc1ccccn1)c1ccccc1F,19,-16,·,0,0.6,-30,0.027,0.5,-18
Cc1nc(CC(=O)N2CCN(S(=O)(=O)c3ccccc3C#N)CC2)cs1,26,7,-4,3,0.9,-30,0.32,-0.1,-12
COc1ccc2cc(C(=O)C3CCCN(C(=O)c4csnn4)C3)ccc2c1 (stereo not drawn),-8,1,-2,-9,1.2,-33,-0.88,-0.3,-497
O=C(CCCN1C(=O)/C(=C/c2ccco2)SC1=S)Nc1cccc(C(=O)O)c1,4,-20,-3,-13,0.8,-1,·,3.3,12
Cc1c(OCc2nn[nH]n2)ccc2c(-c3ccccc3)cc(=O)oc12,-5,-9,6,-14,0.2,-15,0.082,-0.7,-20
COc1cc(/C=N/n2c(C)nnc2C)cc(OC)c1OC,8,-32,-2,-2,0.7,-15[20 µM],-0.044,-0.3,-7
O=S(=O)(Cc1ccccc1)N1CCn2c(nc3ccccc32)C1,-9,-13,-5,-4,0.4,-19,-0.0019,1.2,-16
COc1ccc(N/C=C(/C(C)=O)c2ccccc2)cc1,27,-6,1,-50,0.1,-6[20 µM],·,-1.1,4
Clc1ccc2c(c1)C(C1=NCCN1)c1ccccc1CS2 (stereo not drawn),9,-2,-4,3,0.2,-9,0.63,1.7,25
Cc1ccc(C(=O)OCC(=O)Nc2ccc3c(c2)OCO3)o1,-3,-19,4,6,-0.3,-27[20 µM],0.19,0.3,-8

# (more compounds)
SMILES,PPC-1+TRAIL kill,EBV gp42 inh,Thrombin inh,Tb hexokinase,TRPML3 agonist,Furin inh,KCC2 mod,zfTRPN1 agonist,m-calpain inh
CC(=O)c1c(C)[nH]c(C(=O)NC(C)c2ccccc2)c1C (stereo not drawn),18,0,23,5,0.2,-9,-0.67,0.6,13
Cn1cc(C(=O)c2cccc(Cl)c2Cl)cc1C(=O)O,9,-6,1,1,0.3,-21[20 µM],·,0.3,4
COc1ccc(/C(O)=C(\C#N)c2nc3ccccc3n2C)cc1OC,16,-1,-3,2,0.3,18,-0.92,1.8,22
NC(=O)CC(NC(=O)Cc1ccc(Br)cc1)c1ccc(N2CCN(c3ccc(F)cc3)CC2)c([N+](=O)[O-])c1 (stereo not drawn),5,-21,-4,-7,·,-31,-0.29,·,-28
O=C(N/N=C/c1ccc([N+](=O)[O-])cc1)c1cccs1,22,-6,-1,-63,0.2,-23,-0.8,-0.7,-21
COC(=O)[C@@H]1C[C@@]2(O)[C@@H](O)[C@@H](O)[C@@H](O)C[C@H]2N1C/C=C/c1ccccc1,-11,-10,1,1,·,-13,-0.08,·,19
COc1ccc(-n2nnnc2SCC(=O)Nc2ccc3c(c2)OCCO3)c(OC)c1,25,6,-3,1,0.8,-16,0.03,-0.3,-5
CCSc1ccccc1C(=O)N1CCN(Cc2ccc3c(c2)OCO3)CC1,-2,-18,1,0,0.9,-24[20 µM],-0.02,2.1,-5
Cc1ccc(S(=O)(=O)N(C)C)cc1NC(=O)COC(=O)Cc1ccc(Br)cc1,14,3,1,2,2.1,-15,-2.2,3.7,15
COc1ccccc1NC(=O)C1(c2ccccc2)CCCC1,10,-10,-5,5,-0.9,-14,·,-2.0,27
N#Cc1cnn2c(N)c(-c3ccc(Cl)cc3)cnc12,4,-5,-10,-6,0.8,-12,-0.14,0.0,-64
COCCC(=O)N1CCCC(C(=O)c2ccc(Oc3ccccc3)cc2)C1 (stereo not drawn),8,-10,-6,5,0.5,-30,-0.5,2.5,-3
COc1ccc(CCn2c(=O)[nH]c3cc(C(=O)NCCN4CCOCC4)ccc3c2=O)cc1OC,10,5,6,-6,0.8,9[20 µM],-0.85,0.4,18
Cc1onc(-c2c(Cl)cccc2Cl)c1C(=O)ONC(=O)c1ccccc1,3,-3,-8,-6,0.0,-7,0.44,0.7,-15
CCN1CCCC1CNC(=O)C(=O)NCc1ccccc1 (stereo not drawn),10,-12,-7,0,0.4,-20,0.2,0.7,-20
Cc1ccc(-c2nnc(SCC(=O)Nc3ccc(N4CCOCC4)cc3)o2)cc1,21,-8,-13,-7,0.6,-19,·,1.1,-8
Cc1ccc(-c2nc(-c3cccnc3)no2)cc1,26,-20,-6,-1,0.0,-6[20 µM],0.13,0.9,-11
O=C(O)c1ccc(NC2=C(N3CCOCC3)C(=O)c3ccccc3C2=O)cc1,27,-17,0,18,1.0,2,0.018,0.9,5
COc1ccc(C2NC(c3ccc(OC)cc3)C(c3ccccc3)C(=O)C2c2ccccc2)cc1 (stereo not drawn),8,1,-14,25,-0.3,-10,-1.1,1.8,-38
Nc1ccccc1S(=O)(=O)NC1=NCCCCC1,6,-24,-4,1,0.5,-23,1.9,0.6,-7
CSCCC(NC(N)=O)C(=O)NCc1ccccc1Cl (stereo not drawn),5,-27,-6,5,0.6,-16,-0.63,1.9,-11
Cc1ccc(S(=O)(=O)/N=C/c2cc(Br)ccc2O)cc1,14,-7,-1,-4,0.7,-21,0.22,1.2,-1
COc1ccc(N=Cc2c(O)c3ccccc3oc2=O)cc1,7,2,-5,0,1.5,-21,-0.04,0.7,3
CCC1CCCCN1C(=O)CSc1nnc(CNC(=O)c2cc(OC)c(OC)c(OC)c2)o1 (stereo not drawn),26,-15,-3,-6,-0.2,-7[20 µM],6.7*,-0.1,-9
COc1ccc(CNC(=O)c2cc(C3CC3)on2)cc1,2,-12,4,-8,·,-25,0.49,·,7

# Look-ups from the results shown.
# CC(=O)c1c(C)[nH]c(C(=O)NC(C)c2ccccc2)c1C (stereo not drawn) – Tb hexokinase: 5
# Cc1onc(-c2c(Cl)cccc2Cl)c1C(=O)ONC(=O)c1ccccc1 – m-calpain inh: -15
# NC(=O)CC(NC(=O)Cc1ccc(Br)cc1)c1ccc(N2CCN(c3ccc(F)cc3)CC2)c([N+](=O)[O-])c1 (stereo not drawn) – PPC-1+TRAIL kill: 5
# CSCCC(NC(N)=O)C(=O)NCc1ccccc1Cl (stereo not drawn) – PPC-1+TRAIL kill: 5
# COc1ccc(/C(O)=C(\C#N)c2nc3ccccc3n2C)cc1OC – EBV gp42 inh: -1

# Fetched by structure from the list above (2):
SMILES,PPC-1+TRAIL kill,EBV gp42 inh,Thrombin inh,Tb hexokinase,TRPML3 agonist,Furin inh,KCC2 mod,zfTRPN1 agonist,m-calpain inh
COc1ccc(CCn2c(=O)[nH]c3cc(C(=O)NCCN4CCOCC4)ccc3c2=O)cc1OC,10,5,6,-6,0.8,9[20 µM],-0.85,0.4,18
CCSc1ccccc1C(=O)N1CCN(Cc2ccc3c(c2)OCO3)CC1,-2,-18,1,0,0.9,-24[20 µM],-0.02,2.1,-5

# Following part:
SMILES,PPC-1+TRAIL kill,EBV gp42 inh,Thrombin inh,Tb hexokinase,TRPML3 agonist,Furin inh,KCC2 mod,zfTRPN1 agonist,m-calpain inh
COCCn1c(SCC(=O)Nc2ccccc2)nc2c1c(=O)[nH]c(=O)n2C,2,-12,2,-1,0.1,-32,0.085,1.0,-18
O=[N+]([O-])c1ccc2c(c1)oc1ccccc12,22,-7,0,-12,-0.1,4[20 µM],0.95,0.9,-1
COc1cccc(NC(=O)COc2ccc3c(c2)CCC3)c1,12,-7,-21,2,-0.6,-23,-0.5,-2.4,13
C/C=C(\C)C(=O)N[C@@H](C)CN1C2=NC[C@H](C(C)C)N2C[C@H]1Cc1ccc(OC)cc1,6,-14,-3,0,·,-27,0.0045,·,-13
CC(C)(Oc1ccc(Cl)cc1)C(=O)OCC(=O)Nc1ncc(Cl)cc1Cl,23,-6,0,3,-1.1,-16[20 µM],-4.6,-1.6,22
CCOc1ccc(S(=O)(=O)NCCC(=O)NCc2ccco2)cc1,21,4,-4,-1,-0.7,-10[20 µM],0.13,-1.1,-10
COc1cccc(-c2nc(N3CCN(Cc4ccccc4)CC3)c3ccccc3n2)c1O,9,5,-3,-12,0.1,-4,-0.8,0.9,-16
CCCc1cc(=O)[nH]c(SCC(=O)N(C)CC(=O)Nc2ccccc2CC)n1,-6,-6,-8,4,-0.4,-12,-1.3,0.5,-6
O=C(CSc1nnc2n1CCCN2)c1ccc(Cl)cc1,2,-1,-7,5,0.2,-2,·,1.7,17
C=C1SC(Nc2c(C)cc(C)cc2C)=NC12CCCCC2,-13,-5,0,7,0.8,-14,0.00083,-0.5,32
COc1ccc(C)cc1NC(=O)CSc1nc(SC)ns1,29,-16,2,0,-0.9,-14[20 µM],·,-0.2,13
Cc1ccc(-c2nc(NC(=O)c3nn(C)cc3[N+](=O)[O-])sc2C)cc1C,24,-7,0,-17,-0.3,-7[20 µM],0.16,-1.4,-2
O=C(Nc1ccc(N2CCOCC2)cc1)C1CC1,22,-5,4,5,0.6,-16[20 µM],1.6,0.6,9
